# High-throughput results: PubChem BioAssay, several laboratories
# Tn7 DDE FP – inhibitors of Tn7 peptide binding to human fibrin DD(E); AID 720508; inhibition, % at 8.3 µM; 0.13% of 370,000 active; FP displacement of FITC-Tn7 peptide from fibrin DD(E); 0% = median of compound wells per plate;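 active = inhibition above the mean of compounds falling within the control limits plus 3 SD of them, cut at about 14% in these data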;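 note: 0% = plate median of compound wells and 100% = 10 µM Aha-Tn7 peptide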
#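 Test system: human clot-derived fibrin DD(E) complex / Quantity: 2 µM final DD(E) protein / Incubation: 10 min plus 3 h, room temperature / Measured by: fluorescence polarization / Benchmarks: high control of 10 µM Aha-Tn7 peptide / Replicates: singlicate testing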
# ARFGAP1 inhibitor – rat ARFGAP1 inhibition; Q62848; Arfgap1-stimulated ARF1 GTP hydrolysis, GDP FP detection; inhibition, % at 16.5 µM; 0.26% of 360,000 active; AID 651572;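 active = inhibition above a per-plate limit, mean inhibition of low control wells plus 3 SD, cut at about 25% in these data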;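 note: 0% = DMSO wells with enzyme and 100% = wells lacking Arfgap1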
#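 System: truncated rat Arfgap1 GAP domain / Benchmarks: high control wells lacking Arfgap1, low control full reaction with DMSO / Times: compound-enzyme preincubation 20 min, reaction 120 min, detection 60 min, 25 °C / Repeats: one replicate per compound / Also added: human ARF1(Δ1-17)-GTP substrate / Measured by: Tracer-displacement fluorescence polarization with EDTA stop, 620/688 nm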
# PLCb3 inh – blocks human PLC-beta3 enzyme activity; Q01970; Purified PLC-beta3, fluorogenic substrate, fluorescence; inhibition, % at 12.2 µM; 0.18% of 370,000 active; AID 720704; in the data active = inhibition above about 11%;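 note: 0% = median of compound wells on plate and 100% = full blocker control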
# UHRF1 MBD2 ctr – UHRF1 methyl-DNA binding inhibition; Q96T88; UHRF1 binding to methylated oligo, TR-FRET; inhibition, % at 4.4 µM; 0.75% of 370,000 active; AID 687016; in the data active = inhibition above about 21%;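 note: UHRF1 SRA domain binding a hemimethylated CpG hairpin DNA probe; 0% = median of test compound wells and 100% = reference inhibitor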
# Target sequence (Q96T88 whole entry, looked up, the tested form may be a part): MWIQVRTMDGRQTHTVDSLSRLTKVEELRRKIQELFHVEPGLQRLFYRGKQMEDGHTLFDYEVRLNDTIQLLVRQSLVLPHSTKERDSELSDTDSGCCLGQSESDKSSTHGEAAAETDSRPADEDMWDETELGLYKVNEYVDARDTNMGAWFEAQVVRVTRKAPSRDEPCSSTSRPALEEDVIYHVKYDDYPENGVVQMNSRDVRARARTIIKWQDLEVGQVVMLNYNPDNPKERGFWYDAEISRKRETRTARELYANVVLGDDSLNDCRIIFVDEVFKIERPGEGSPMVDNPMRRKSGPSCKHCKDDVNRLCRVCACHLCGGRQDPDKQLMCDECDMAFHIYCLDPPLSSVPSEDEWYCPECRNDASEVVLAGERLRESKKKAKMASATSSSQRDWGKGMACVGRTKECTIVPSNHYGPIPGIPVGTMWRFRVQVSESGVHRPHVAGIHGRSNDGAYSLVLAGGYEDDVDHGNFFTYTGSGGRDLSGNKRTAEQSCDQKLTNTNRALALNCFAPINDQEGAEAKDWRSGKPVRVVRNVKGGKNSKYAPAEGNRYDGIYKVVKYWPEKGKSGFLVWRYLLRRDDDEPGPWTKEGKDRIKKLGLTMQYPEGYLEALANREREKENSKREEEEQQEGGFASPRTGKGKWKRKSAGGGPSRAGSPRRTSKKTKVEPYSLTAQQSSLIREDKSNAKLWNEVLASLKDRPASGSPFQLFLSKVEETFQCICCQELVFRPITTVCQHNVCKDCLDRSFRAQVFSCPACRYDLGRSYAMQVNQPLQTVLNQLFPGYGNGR
# HGIII-sPLA2 inh – Inhibits HGIII-sPLA2 liposome hydrolysis, primary screen. Q9NZ20. QFRET BODIPY PC-A2 liposome hydrolysis, fluorescence. inhibition, % at 12.2 µM. 0.56% of 370,000 active;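 active = inhibition above mean plus 3 SD of compounds lying within the high and low control bounds, cut at about 19% in these data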;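 note: 0% = median of test compound wells and 100% = no enzyme DMSO wells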
# ASAP1 inh – ASAP1 ArfGAP inhibition | Q9ULH1 | ASAP1-stimulated ARF1 GTP hydrolysis, GDP FP detection | inhibition, % at 16.5 µM | 0.19% of 360,000 active; in the data active = inhibition above about 25%;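 note: 0% = vehicle with enzyme and substrate and 100% = no enzyme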
# proKLK7 act – activators of human kallikrein-7 zymogen. P49862. purified proKLK7, EDANS-DABCYL substrate fluorescence; 100% is mature enzyme control, 0% vehicle. activation, % at 7 µM. 0.9% of 370,000 active. AID 652039;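 active = activation above the mean of all tested compounds plus 3 SD, computed per campaign excluding outliers beyond control limits, cut at about 13% in these data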
# Target sequence (P49862 whole entry, looked up): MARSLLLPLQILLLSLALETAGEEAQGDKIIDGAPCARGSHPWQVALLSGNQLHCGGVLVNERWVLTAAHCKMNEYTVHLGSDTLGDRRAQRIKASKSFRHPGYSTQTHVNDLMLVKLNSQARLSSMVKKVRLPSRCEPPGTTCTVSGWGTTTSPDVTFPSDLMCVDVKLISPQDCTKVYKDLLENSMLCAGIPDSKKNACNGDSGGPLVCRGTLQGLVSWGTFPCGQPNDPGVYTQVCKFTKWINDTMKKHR
# DDE Tn6 FP inh – DD(E)-Tn6 binding inhibition, primary FP screen | Fibrin DD(E) TRITC-Tn6 fluorescence polarization displacement | AID 720509 | P02675 | inhibition, % at 8.3 µM | 0.21% of 370,000 active;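 active = inhibition above a per-campaign cutoff: mean of compounds within control limits plus 3 SD, cut at about 15% in these data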;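 note: 0% = median of all compound wells on the plate and 100% = blocking peptide control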
# Rev-erbA mod – modulates human Rev-erb alpha binding to DNA. Rev-erbα–FITC-DNA binding, fluorescence polarization, 90 min. activity, % at 10 µM. 0.79% of 370,000 active;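 active = activity above about 14%, limit read from the data; passing the limit was not always enough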;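 note: 0% = DMSO wells with 35 nM protein and 100% = DMSO wells with 750 nM protein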
# PLC-gamma1 inh – PLC-gamma1 (human) inhibition, primary screen | purified PLC-gamma1, fluorogenic substrate, fluorescence | inhibition, % at 12.2 µM | AID 720700 | 0.84% of 370,000 active; in the data active = inhibition above about 9.5%
# An asterisk follows results filed as active; x = no result given; & = joins results of further samples. Compounds were not picked by outcome (roughly 4.5% active in at least one column).
no.	canonical_smiles	Tn7 DDE FP	ARFGAP1 inhibitor	PLCb3 inh	UHRF1 MBD2 ctr	HGIII-sPLA2 inh	ASAP1 inh	proKLK7 act	DDE Tn6 FP inh	Rev-erbA mod	PLC-gamma1 inh
1	C/C(=N\NC(=O)c1ccc(Br)cc1)c1cccnc1	-0.5	5.2	-13.9	-1.5	2.8	1.9	-0.3	-2.1	-7.0	-6.1
2	COc1ccc(Cl)cc1C(=O)NCC(=O)OCc1ccccc1	1.4	0.2	-0.5	4.4	0.9	-0.6	0.3	-6.4	-0.6	3.4
3	O=C(Nc1nnc(-c2ccccc2)s1)c1cccc(S(=O)(=O)N2CCOCC2)c1	-4.3	3.6	-6.0	0.8	0.5	-19.5	-0.1	-5.4	-11.3	-8.3
4	CCOC(=O)C(NCc1ccccc1)(NC(=O)c1ccccc1)C(F)(F)F (stereo not given)	0.8	6.6	-2.8	-1.8	3.5	15.6	-0.4	-9.2	-6.0	-1.4
5	COc1cc(C(=O)OCC(=O)NCCC2=CCCCC2)cc(OC)c1OC	-3.9	9.5	1.4	-1.8	0.9	8.3	0.0	1.0	-0.4	-0.5
6	CCOc1cccc(OCCOCCn2cnc3ccccc3c2=O)c1	2.2	-0.4	-2.5	0.6	-3.2	0.1	-0.4	-0.9	1.9	-0.7
7	Nc1cc(=O)[nH]c(SCC(=O)Nc2cccc(Cl)c2)n1	2.8	3.3	2.1	1.6	-6.9	13.1	0.4	0.5	3.3	3.8
8	CCOC(=O)CSc1nc(C(C)C)nc2ccccc12	6.1	6.4	-2.7	-0.1	-1.0	-3.8	0.3	-1.6	-2.3	-1.3
9	CCOc1ccc(NC(=O)COc2ccc(C(=O)NCC3CCCO3)cc2OC)cc1 (stereo not given)	1.1	0.9	-6.0	0.1	7.9	-12.4	0.7	-1.3	-4.7	2.8
10	CC(NC(=O)C(=O)N/N=C\c1ccc([N+](=O)[O-])cc1)c1ccccc1 (stereo not given)	-3.1	7.3	-0.5	0.1	-1.0	-0.3	-0.3	2.3	2.1	0.8
11	Cc1ccc([C@@H]2CC=C(C(=O)O)[C@H](c3ccc(Cl)cc3)N2S(=O)(=O)c2ccccc2C)cc1	-1.9	-14.2	-4.1	1.1	-34.3	-14.0	1.1	3.1	-2.6	-1.6
12	Cn1c2c(c(=O)n(C)c1=O)CN(Cc1ccccc1)CN2	-6.3	-5.2	1.7	-1.2	-5.2	2.4	0.2	3.9	1.1	1.0
13	CC(C)(CC(=O)O)CC(=O)O	-0.3	1.8	3.1	0.6	2.4	-5.4	0.1	6.2	0.3	-1.5
14	O=c1c2[nH]cnc2n(-c2ccccc2)c(=O)n1Cc1ccccc1	4.7	-0.2	-6.8	3.8	2.6	-14.8	-0.5	1.3	4.2	-3.8
15	COC(=O)/C(=C/c1cccc([N+](=O)[O-])c1)NC(=O)c1ccc(OC)cc1	11.1	8.0	-0.4	-0.6	0.1	-5.4	-0.4	3.6	-1.1	-3.2
16	COC(=O)C(C)n1nc(C)n(-c2ccc(C)cc2)c1=O (stereo not given)	-3.7	0.1	4.0	-1.2	2.0	-11.4	-0.3	-8.7	-1.4	2.5
17	COc1ccc(C(CNC(=O)CCNC(=O)c2ccccc2Cl)N2CCCC2)cc1 (stereo not given)	6.8	1.7	-7.0	3.9	9.0	15.2	0.4	-7.5	-0.4	1.2
18	CC(=O)c1cc(C#N)c(SCC(=O)OC(C)(C)C)nc1C	-13.7	1.0	0.1	2.2	1.2	10.5	0.3	-2.9	-2.9	3.4
19	CCCCCCn1cc(CN2CC(N3CCCCC3)CS2(=O)=O)nn1 (stereo not given)	3.4	8.8	1.4	20.2	12.7	3.4	0.6	-7.3	-1.4	2.7
20	Cc1cc(C)nc(SCC(=O)NC2CCCC2)n1	0.8	3.7	-3.1	-1.2	0.5	3.2	-0.6	-1.1	-1.3	-0.2
21	COc1ccc(N(CC(=O)N2CCC(C)CC2)S(=O)(=O)c2c(C)nn(C)c2C)cc1	0.5	3.1	2.0	1.7	2.6	0.5	0.1	-2.3	-3.5	3.2
22	Cn1c(=O)[nH]c(NC2CCCCC2)c(N=O)c1=O	6.8	-9.2	2.7	1.3	-2.1	-12.0	0.1	4.7	4.1	-0.5
23	C/C=C/Cn1c(N(C)Cc2ccccc2)nc2c1c(=O)[nH]c(=O)n2C	4.0	-3.8	-1.2	2.9	6.4	-7.4	-0.2	-2.2	-7.2	0.6
24	CC12CCCCC1NS(=O)(=O)OC2 (stereo not given)	0.1	1.5	0.2	-1.1	3.2	1.0	0.1	1.6	-0.6	0.7
25	CCCn1nc(C(=O)N2CCN(S(=O)(=O)c3ccc(C)c(C)c3)CC2)c2ccccc2c1=O	5.0	1.2	-4.6	-3.4	-13.5	-15.5	0.6	-1.0	0.9	1.8
26	Cc1cc(NC(=O)CSCC(=O)OCC(=O)c2ccc(Br)cc2)no1	0.7	-6.8	-4.3	0.8	-7.5	-0.9	1.2	-1.1	4.6	0.5
27	CCOC(=O)c1ccc(NC(=O)c2cc(S(=O)(=O)N3CCOCC3)ccc2O)cc1	3.8	5.7	-29.6	-0.2	-10.7	-3.5	-0.2	-5.0	0.6	-15.9
28	Cc1csc(-c2cnn(-c3ccccc3)c2NC(=O)c2ccc(C(F)(F)F)cc2)n1	-9.5	-0.4	0.7	-1.0	-16.3	9.3	-0.2	1.0	14.8	2.3
29	Cc1c(C(=O)NC2CCCc3ccccc32)oc2ccccc12 (stereo not given)	2.5	-9.4	-3.1	8.0	-3.1	-1.9	0.3	2.0	3.1	-2.3
30	COc1cccc(CC(=O)O[C@@H]2CCC[C@@]3(C(=O)N(Cc4ccccc4)c4ccccc43)[C@H]2NC(=O)CCc2ccccc2)c1	2.8	x	-0.2	0.5	-5.3	x	0.7	-2.8	7.2	3.0
31	Cc1cc(C)n2nc(SCC(=O)N(CCC#N)c3ccccc3F)nc2n1	4.6	-6.6	-1.5	-0.1	3.1	7.6	-0.3	-3.0	-1.5	-0.1
32	COc1ccc(NC(=O)CSCC(=O)Nc2ccccc2C(=O)N2CCCCC2)cc1	-4.5	6.8	-1.9	4.1	10.8	-2.8	-0.3	-4.9	-7.5	0.2
33	CCOC(=O)N1CCN(C(=O)c2ccc(N(Cc3ccccc3)S(C)(=O)=O)cc2)CC1	0.0	1.9	0.3	1.3	-1.7	8.2	0.7	4.5	0.5	0.5
34	CC(=O)N/C(=C/c1ccc2c(c1)OCO2)C(=O)N1CCOCC1	-3.5	10.1	-7.6	-1.1	2.8	9.7	0.0	5.3	1.3	0.0
35	CC(C)(C)c1ccc(C(=O)N2CCN(CCNC(=O)C(=O)NCc3ccccc3)CC2)cc1	-6.2	-8.2	1.1	0.9	-6.2	-13.5	0.1	-1.6	-0.6	6.6
36	CCn1c(=O)cc(SCC(=O)NCc2ccc(C)o2)c2ccccc21	12.9	8.2	1.5	0.6	3.9	4.2	0.3	3.0	-2.7	-1.1

# Retrieved by compound from the entries so far, three records:
no.	canonical_smiles	Tn7 DDE FP	ARFGAP1 inhibitor	PLCb3 inh	UHRF1 MBD2 ctr	HGIII-sPLA2 inh	ASAP1 inh	proKLK7 act	DDE Tn6 FP inh	Rev-erbA mod	PLC-gamma1 inh
29	Cc1c(C(=O)NC2CCCc3ccccc32)oc2ccccc12 (stereo not given)	2.5	-9.4	-3.1	8.0	-3.1	-1.9	0.3	2.0	3.1	-2.3
4	CCOC(=O)C(NCc1ccccc1)(NC(=O)c1ccccc1)C(F)(F)F (stereo not given)	0.8	6.6	-2.8	-1.8	3.5	15.6	-0.4	-9.2	-6.0	-1.4
12	Cn1c2c(c(=O)n(C)c1=O)CN(Cc1ccccc1)CN2	-6.3	-5.2	1.7	-1.2	-5.2	2.4	0.2	3.9	1.1	1.0

# Next part.
no.	canonical_smiles	Tn7 DDE FP	ARFGAP1 inhibitor	PLCb3 inh	UHRF1 MBD2 ctr	HGIII-sPLA2 inh	ASAP1 inh	proKLK7 act	DDE Tn6 FP inh	Rev-erbA mod	PLC-gamma1 inh
37	Oc1ccc(Cl)cc1CNc1ccccn1	-0.3	-10.0	-8.2	0.8	-5.5	-12.2	-0.2	-3.0	-0.8	-1.0
38	CCn1c(-c2cc(OC)c(OC)c(OC)c2)n[nH]c1=S	-6.2	-8.3	0.9	1.2	6.7	-2.1	-0.6	1.7	0.5	-3.3
39	O=C(Nc1ccc(N2CCOCC2)cc1)C1CCN(S(=O)(=O)Cc2ccccc2)CC1	-6.1	16.3	3.4	1.1	4.4	11.0	-0.5	-5.7	-4.4	2.0
40	Cc1ccc(C2=NN(CC(=O)NCc3ccco3)C(=O)CC2)cc1	-0.1	6.3	-3.9	-3.5	-5.1	-4.8	0.8	5.2	-8.0	-1.4
41	CCn1nc(C)cc1C(=O)N1CCCC(N(C)CCc2ccc(OC)c(OC)c2)C1 (stereo not given)	9.6	8.4	-6.3	2.9	6.2	1.2	-0.2	-0.8	-7.0	6.8
42	COc1ccc(NC2CCCN(C(=O)CCN3CCOCC3)C2)cc1 (stereo not given)	-6.9	-0.5	-3.7	-2.6	2.1	11.0	0.4	-6.4	-7.1	-0.7
43	COc1cc(/C=C2\SC(=S)N(N3CCOCC3)C2=O)ccc1O	0.8	5.4	-10.2	-1.5	-1.2	1.9	0.2	2.9	-18.3	-2.7
44	COCCCNC(=O)c1cc(Nc2ccc(OC)cc2OC)nc2ccccc12	-4.0	1.5	-5.6	-1.5	-4.9	12.2	0.5	-0.9	1.5	2.3
45	CCOc1cc(C(=O)Nc2ccc(C(=O)NCCN(CC)CC)cc2)ccc1OCC(=O)N1CCOCC1	0.0	-0.6	-7.8	-1.8	-8.0	12.4	0.0	-3.0	3.3	-1.7
46	COc1cccc(NC(=O)CSc2nnc3ccc(-c4ccccn4)nn23)c1	-4.1	-15.2	0.0	-1.1	-1.1	-6.4	-0.1	-6.4	35.3*	-2.5
47	COc1ccc(C(CNC(=O)c2cc(S(=O)(=O)N3CCCCC3)ccc2C)N2CCCC2)cc1 (stereo not given)	5.6	-12.1	-5.4	-0.2	-5.3	-5.8	-0.1	-1.5	-3.4	-1.6
48	CC(=O)NS(=O)(=O)c1ccc(NS(=O)(=O)c2ccccc2[N+](=O)[O-])cc1	-4.9	1.3	-5.6	-2.2	-5.9	-15.2	0.7	0.3	-4.3	-0.2
49	COc1cc(C)c(Br)cc1S(=O)(=O)N1CCCC1	4.7	-5.7	0.6	-0.2	-1.8	5.1	-0.2	-5.8	-2.0	-1.7
50	C#CCN(C)Cc1ccccc1	12.5	-2.7	-0.8	-0.4	1.7	-2.2	0.2	-3.0	3.0&1.6	0.8
51	CC1CCCCN1CC(=O)Nc1ccc2c(c1)OCO2 (stereo not given)	-6.0	-3.9	-2.0	0.4	-6.1	-5.1	-0.5	2.8	-3.6	1.2
52	CCN1CCN(c2nc3sc4c(c3c(=O)n2-c2ccc(OC)cc2)CCCCC4)CC1	4.7	8.6	-3.2	-0.1	-1.9	-2.8	-0.2	-5.4	-5.3	2.1
53	CCCCCC(=O)OCc1ccc(C2=CC(=O)CC(C)(C)C2=O)cc1	-1.4	-1.6	0.9	-3.0	-7.3	2.3	0.7	0.9	2.2	-0.1
